Keap1 Nrf2 FP: inhibitors of human Keap1-Nrf2 protein-protein interaction; 340,000 tested, 0.15% active; Keap1 Kelch-Nrf2 peptide fluorescence polarization, 1536-well; inhibition, % at 9.4 µM; Q14145; in the data active = inhibition above about 12%;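 note: human Keap1 Kelch domain with fluorescein labeled Nrf2 9mer peptide probe; 0% = neutral control wells and 100% = peptide positive control; higher means more block of Keap1 binding to Nrf2 peptide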
DAGLB inhibitor: blocks human DAGLB lipase activity. Q8NCG7. HEK293T DAGLB membrane lysate, EnzChek fluorogenic substrate. inhibition, % at 5.17 µM. 340,000 tested, 0.059% active. AID 504411; in the data active = inhibition above about 34%;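 note: 0% = enzyme with vehicle and 100% = wells lacking enzyme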
V-ATPase pHluor: alters yeast V-ATPase proton transport | AID 504577 | response, % at 10 µM | S. cerevisiae, pHLuorin cytosolic pH fluorescence | 350,000 tested, 0.37% active; in the data active = response mostly above about 7.3%, no sharp cut-off; inactive = mostly below about 5.4%; note: actives read high; inactives centre near 0; some compounds called inactive have numbers as strong as hits; reference of the scale not given here
RTF Ca sens inh: cardiac RTF calcium desensitization. 340,000 tested, 0.12% active. IANBD-labeled cardiac RTF, Ca2+ fluorescence. inhibition, % at 7.15 µM;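 active = inhibition above the mean inhibition of all tested compounds plus 3 SD, cut at about 17% in these data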;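 note: assay run at fixed EC70 calcium of 1.6 mM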
CAL PDZ FP-1: human CAL PDZ-peptide interaction inhibition | 330,000 tested, 0.02% active | purified CAL PDZ, TMR-peptide fluorescence polarization, 1 h | inhibition, % at 20 µM | Q9HD26 | AID 504414;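 active = highest replicate inhibition of at least 40%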;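 note: plate controls were DMSO neutral control wells for no effect and unlabeled competitor peptide control wells for full effect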
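System: tagged CAL PDZ domain. Schedule: 1 h room-temperature incubation prior to read. Signal: fluorescence polarization (mP). Measure: percent inhibition from loss of millipolarization.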
CAL PDZ FP-2: inhibitors of human CAL PDZ peptide binding. Q9HD26. purified CAL PDZ, TMR-peptide fluorescence polarization, 1 h. inhibition, % at 24.9 µM. 300,000 tested, 0.92% active. AID 602252;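 active = mean inhibition of at least 30% with at least half of replicates also reaching 30%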;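 note: 0% = DMSO neutral control and 100% = excess unlabeled competitor peptide PRC23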
DSG3 Ab inh: inhibitors of pemphigus antibody binding to human desmoglein-3 | P32926 | DSG3-coupled beads, scFv-anti-DSG3-GFP binding, flow cytometry; stronger effect = lower value | binding (percent of control), % at 10 µM | 310,000 tested, 0.48% active | AID 588358;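 active = binding more than 3 SD below its plate's average and above zero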;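 note: hits lower antibody fragment binding to DSG3; some compounds called inactive have numbers as strong as hits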
NSD2 inh: NSD2 (human) methyltransferase inhibition; O96028; NSD2 peptide methylation, AlphaScreen, 120 min; inhibition, % at 12.5 µM; 310,000 tested, 0.54% active; AID 743445; in the data active = inhibition above about 50%
Target sequence (O96028 whole entry, looked up): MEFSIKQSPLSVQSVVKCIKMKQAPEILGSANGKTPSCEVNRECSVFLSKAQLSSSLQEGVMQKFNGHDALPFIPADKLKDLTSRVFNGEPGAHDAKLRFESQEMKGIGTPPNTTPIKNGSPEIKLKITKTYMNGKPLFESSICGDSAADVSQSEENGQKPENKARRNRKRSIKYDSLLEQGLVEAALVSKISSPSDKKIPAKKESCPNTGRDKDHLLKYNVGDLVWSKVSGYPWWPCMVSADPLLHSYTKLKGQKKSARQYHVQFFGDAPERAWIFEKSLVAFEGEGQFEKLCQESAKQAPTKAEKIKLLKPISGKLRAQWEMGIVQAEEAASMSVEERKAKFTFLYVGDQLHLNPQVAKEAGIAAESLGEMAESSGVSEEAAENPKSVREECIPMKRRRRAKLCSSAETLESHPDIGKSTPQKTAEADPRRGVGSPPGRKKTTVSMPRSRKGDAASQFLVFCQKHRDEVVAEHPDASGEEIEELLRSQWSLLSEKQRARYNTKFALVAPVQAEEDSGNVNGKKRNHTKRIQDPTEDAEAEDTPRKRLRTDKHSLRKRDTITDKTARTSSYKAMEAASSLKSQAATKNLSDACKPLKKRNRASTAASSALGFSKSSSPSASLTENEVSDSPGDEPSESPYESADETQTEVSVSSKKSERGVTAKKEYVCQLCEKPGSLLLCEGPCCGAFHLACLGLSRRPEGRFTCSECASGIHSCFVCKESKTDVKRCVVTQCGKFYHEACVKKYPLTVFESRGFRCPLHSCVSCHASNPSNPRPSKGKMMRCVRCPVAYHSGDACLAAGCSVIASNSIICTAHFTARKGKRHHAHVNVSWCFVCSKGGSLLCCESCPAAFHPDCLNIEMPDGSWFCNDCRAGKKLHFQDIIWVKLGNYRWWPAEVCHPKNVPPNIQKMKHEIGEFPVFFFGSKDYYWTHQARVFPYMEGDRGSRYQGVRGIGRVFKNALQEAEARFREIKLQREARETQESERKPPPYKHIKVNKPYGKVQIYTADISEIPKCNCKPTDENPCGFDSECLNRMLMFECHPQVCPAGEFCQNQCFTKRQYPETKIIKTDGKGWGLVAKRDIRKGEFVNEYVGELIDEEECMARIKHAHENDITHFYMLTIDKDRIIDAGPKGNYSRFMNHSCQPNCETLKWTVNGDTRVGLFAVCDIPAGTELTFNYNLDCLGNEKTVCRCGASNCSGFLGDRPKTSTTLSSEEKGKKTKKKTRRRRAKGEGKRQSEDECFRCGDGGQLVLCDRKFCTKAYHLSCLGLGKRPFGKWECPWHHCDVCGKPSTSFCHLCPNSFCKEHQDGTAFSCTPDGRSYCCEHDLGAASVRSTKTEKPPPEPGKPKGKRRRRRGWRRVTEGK
Arrestin-AP2 inh: blocks beta-arrestin peptide binding to AP2 adaptin; inhibition, % at 10 µM; FITC-arrestin peptide / GST-AP2 beads, flow cytometry; AP2 beta2 appendage carries R879A mutation; AID 504490; 340,000 tested, 0.31% active;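 active = inhibition above a set limit, near 3 SD of compounds lacking own fluorescence, cut at about 54% in these data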;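 note: plate controls were DMSO wells for no effect and 5 µM unlabelled arrestin peptide for full effect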
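system = GST-tagged AP2 beta2-adaptin appendage (R879A) on 4 µm glutathione beads | reagent = FITC-labelled arrestin peptide probe, 50 nM final | schedule = compound with beads 12 min RT, then probe 1 h RT | signal = HyperCyt-sampled flow cytometry, FL1 channel, ex 488/em 535 nm | read-out = percent response from loss of bead-bound FITC fluorescence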
LANA DNA inh: blocks KSHV LANA C-terminal domain binding to DNA. MBP-C-LANA/FAM-LBS DNA binding, fluorescence polarization. inhibition, % at 9 µM. 340,000 tested, 0.078% active. AID 504423;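 active = highest replicate inhibition at or above 60% at 9 µM, even if other replicates fall short; inactive = all replicates below 60% inhibition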;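 note: 0% = neutral control wells and 100% = 4 µM acridine orange control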
* hit, by the source's call; x = not tested or not shown. Not all compounds are listed (hit frequency here may not be typical).

Sequence of screens: Keap1 Nrf2 FP	DAGLB inhibitor	V-ATPase pHluor	RTF Ca sens inh	CAL PDZ FP-1	CAL PDZ FP-2	DSG3 Ab inh	NSD2 inh	Arrestin-AP2 inh	LANA DNA inh
> CCCCc1nnc(NC(=O)CSc2nc(C)cc(=O)[nH]2)s1
 : 0	1	3	-7	-0.4	1	101	1	7	-0.8
> Cc1ccccc1-n1c(CSC(=N)N)nc2ccccc2c1=O
 : 1	-1	0	-6	-1.0	-2	x	x	14	0.5
> CCNC(=O)CC1C(=O)N(c2ccccc2)C(=O)N1CCc1ccc(OC)c(OC)c1 (centres undefined)
 : -3	1	-3	-10	-2.9	x	100	-3	5	-1.5
> CC(Sc1nncn1C)C(=O)NCCC1=CCCCC1 (centres undefined)
 : -5	1	4	-7	-1.8	-7	92	-3	-2	-0.7
> CCn1c(=O)c2c(nc3n2CCCN3CCc2ccc(OC)c(OC)c2)n(C)c1=O
 : -1	2	3	2	-1.0	-6	98	3	10	-0.9
> C[C@H](CO)N1C[C@H](C)[C@@H](CN(C)C)Oc2c(NS(=O)(=O)c3cn(C)cn3)cccc2C1=O
 : -2	1	-4	1	0.7	2	102	x	2	0.3
> CCCN1CCN(C(=O)CCn2c(=O)c3cccn3c3cccnc32)CC1
 : -3	0	7	-9	1.0	-1	93	5	7	-1.1
> COC(=O)Nc1ccc(S(=O)(=O)N2CCCC(C(=O)N3CCC(C)CC3)C2)cc1 (centres undefined)
 : -4	1	-3	-4	-1.9	x	101	-4	3	0.7
> O=C(CN1CCOc2ccccc21)NCc1ccc(Cl)cc1
 : -3	2	-1	0	-0.1	x	102	x	-5	2.2
> CC(=O)Nc1ccc(NC(=O)c2cccc3c2-c2ccccc2C3=O)cc1
 : 2	0	1	7	-1.4	x	102	0	11	12
> Cc1ccc(NC(=O)C2CCCN(c3ncnc4c3nc3n4CCCCC3)C2)nc1 (centres undefined)
 : 2	5	-1	-10	-1.2	4	97	-4	40	1.8
> CCOC(=O)C1=C(c2ccccc2)NC(N)=NC1c1ccc(OCc2ccc(Cl)cc2)c(OC)c1 (centres undefined)
 : -4	-1	-2	-12	-4.0	-2	108	15	53	1.2
> O=C1OC(N2CCN(Cc3ccccc3)CC2)c2ccccc21 (centres undefined)
 : 3	-1	-1	11	-3.2	7	97	1	9	-0.2
> CCN1CCCC1CNC(=O)c1ccc2c(c1)NC(=O)/C(=C\c1ccc(C)cc1)S2 (centres undefined)
 : 0	5	-1	-4	-9.5	-11	x	2	-5	-2.8
> CCn1nc(C)c(CN2CCCC(CO)(Cc3ccccc3)C2)c1C (centres undefined)
 : 1	0	-1	1	0.2	2	103	x	16	9.1
> C1CSC2(N1)C1CC3CC(C1)CC2C3 (centres undefined)
 : -4	1	-2	-8	0.2	1	119	1	3	-0.4
> O=C1N=c2ccccc2=C1c1[nH]c(=S)[nH]c1O
 : -2	12	2	-9	-0.8	-3	71	2	3	0.6
> O=C(Nc1cc2c(oc1=O)CCCC2=O)c1ccccc1
 : -7	0	-3	-3	-0.1	-2	x	2	0	-3.0
> COc1ccc(NCc2nnc(SCc3ccc(Cl)cc3)n2-c2ccccc2)cc1
 : 1	1	2	-4	-0.4	-9	104	8	7	0.2
> Cc1cc(C)cc(NC(=O)CSc2nnc(-c3ccccc3Br)o2)c1
 : -1	-12	-2	6	-2.1	-2	101	1	11	-0.8
> O=C(CCn1nnc2ccccc2c1=O)NCC1CCC(C(=O)O)CC1 (centres undefined)
 : -3	0	2	1	0.2	x	98	2	1	0.2
> O=C(N/C(=C/c1ccc(Cl)cc1)c1nc2ccccc2[nH]1)c1ccco1
 : 2	1	0	-11	-0.6	15	84	-2	14	3.0
> CN(c1ccccc1)S(=O)(=O)c1cccc(NC(=O)CN2CCc3ccccc3C2)c1
 : -1	-3	-1	-3	-0.7	-10	x	3	5	-0.7
> O=C(Nc1cccc2nsnc12)c1ccc2c(c1)OCCO2
 : -8	-9	3	2	-1.5	-2	97	-16	-6	-0.5
> O=C(O)/C=C/c1cccc(OCc2ccccc2)c1
 : 0	-2	0	-6	-1.5	5	98	-4	-10	-1.7
> O=C(Nc1ccccc1)N1CC=C(c2ccc(F)cc2)CC1
 : 2	-5	1	-4	0.0	-21	92	-1	21	0.3
> CC1CN(Cc2nc3c(c(=O)[nH]c(=O)n3C)n2CCN2CCOCC2)CC(C)O1 (centres undefined)
 : 3	2	-4	-2	-1.4	x	97	4	3	-0.1
> CC(=O)Cn1ncc(N2CCOCC2)c(Br)c1=O
 : -2	3	2	-9	0.1	x	104	-5	6	0.0
> CC(=O)Nc1ccc(NC(=O)c2ccco2)cc1
 : 6	4	-1	-15	-0.6	-5	85	6	-5	-1.1
> CC(=O)Nc1ccc(S(=O)(=O)N2CC3(C)CC2CC(C)(C)C3)cc1 (centres undefined)
 : 0	-4	0	-15	-0.4	2	100	1	16	-0.7

Profiles from above.
Shown for `CCOC(=O)C1=C(c2ccccc2)NC(N)=NC1c1ccc(OCc2ccc(Cl)cc2)c(OC)c1` (centres undefined) = Keap1 Nrf2 FP = -4; DAGLB inhibitor = -1; V-ATPase pHluor = -2; RTF Ca sens inh = -12; CAL PDZ FP-1 = -4.0; CAL PDZ FP-2 = -2; DSG3 Ab inh = 108; NSD2 inh = 15; Arrestin-AP2 inh = 53; LANA DNA inh = 1.2
Shown for `C[C@H](CO)N1C[C@H](C)[C@@H](CN(C)C)Oc2c(NS(=O)(=O)c3cn(C)cn3)cccc2C1=O` = Keap1 Nrf2 FP = -2; DAGLB inhibitor = 1; V-ATPase pHluor = -4; RTF Ca sens inh = 1; CAL PDZ FP-1 = 0.7; CAL PDZ FP-2 = 2; DSG3 Ab inh = 102; NSD2 inh = x; Arrestin-AP2 inh = 2; LANA DNA inh = 0.3

Continuation:
Sequence of screens: Keap1 Nrf2 FP	DAGLB inhibitor	V-ATPase pHluor	RTF Ca sens inh	CAL PDZ FP-1	CAL PDZ FP-2	DSG3 Ab inh	NSD2 inh	Arrestin-AP2 inh	LANA DNA inh
> c1ccc2nc(N3CCOCC3)c(N3CCCC3)nc2c1
 : 0	-1	3	3	9.0	71*	95	-19	-14	10
> CCOc1cc(C=O)ccc1OCC(N)=O
 : -4	0	1	-8	0.2	x	98	0	-2	-1.5
> CC(C)c1ncc(C(O)c2ccccc2)n1C (centres undefined)
 : 6	-3	-3	3	0.4	1	x	x	4	0.0
> O=C(NC1CCCCC1)C1CCN(C(=O)NCc2ccccc2)CC1
 : -1	-2	-2	0	0.8	-17	102	-4	13	-3.2
> CCOC(=O)C(=O)c1cn(C2OCC(OC(C)=O)C(OC(C)=O)C2OC(C)=O)c2ccccc12 (centres undefined)
 : 0	-5	14*	-11	0.0	0	91	-3	-2	-2.4
> COc1ccc(-c2nc3ncccc3o2)cc1NC(=O)c1ccco1
 : -2	0	4	-2	-1.5	-4	109	38	1	-2.5
> O=C(Nc1csc([N+](=O)[O-])c1)Nc1c(Cl)cccc1Cl
 : -7	-3	-4	2	0.5	x	105	-2	18	0.6
> CC(C)n1nccc1NS(=O)(=O)c1ccccc1
 : 0	1	-1	-3	-0.9	-3	102	1	20	0.4
> CC(=O)C1=C(O)C(=O)N(c2ccc(O)cc2)C1c1cccc(F)c1 (centres undefined)
 : 4	2	0	3	0.4	-7	107	2	36	-0.5
> COc1ccccc1CC(=O)NCC(c1ccco1)N1CCCCC1 (centres undefined)
 : -1	-1	-1	-15	-1.4	-4	98	-1	41	2.0
> Cc1cc(C)nc(/N=C2\NC(=O)CC(C(=O)O)N2c2ccc(Cl)cc2Cl)n1 (centres undefined)
 : -2	0	1	-6	0.7	-2	110	3	6	-0.1
> CCn1c2ccccc2c2nnc(SCC(=O)Nc3cc(C)on3)nc21
 : -1	1	6	4	-0.2	3	102	39	11	-0.6
> O=C(CSc1ccc2nnc(CCNS(=O)(=O)c3ccccc3)n2n1)Nc1nc2ccccc2s1
 : -9	2	2	6	-3.9	-1	x	0	11	3.7
> CC(C)CNC(=O)c1cccc(NC(=O)C2CCCO2)c1 (centres undefined)
 : -4	2	3	1	-0.7	-2	97	0	-4	-1.1
> COc1ccc(CN(C(=O)c2ccc(C)cc2)c2cccc(N)c2)cc1
 : -3	0	-2	5	-0.9	-3	109	x	32	-1.3
> O=C(Cc1cccc(NC(=O)C2CCN(C(=O)c3ccccc3)CC2)c1)Nc1cccc(C(=O)N2CCCCC2)c1
 : -4	-1	2	1	0.1	0	98	x	-8	2.9
> CCCCN1C(=O)/C(=C(/C#N)C(=O)N2CCCC2)c2ccccc21
 : 0	0	-2	-2	-0.9	2	98	0	41	-7.2
> CCn1cc(S(=O)(=O)NCc2ccccc2Br)cn1
 : -3	0	0	-7	-2.6	-1	111	-1	20	-0.6
> Cc1ccc(NC(=S)N2CCCC(c3nc4ccccc4[nH]3)C2)cc1 (centres undefined)
 : -3	2	0	-9	-2.5	2	98	-1	-2	-1.0
> O=C(CN1CCN(S(=O)(=O)c2ccccc2F)CC1)NC1CCCC1
 : 2	2	20	-4	x	0	100	1	7	-2.0
> CC(C(=O)N1CCOCC1)n1cc([N+](=O)[O-])cn1 (centres undefined)
 : -1	0	-3	-8	-0.9	4	99	-1	6	-0.8
> COC(=O)C(C)(N)Cc1ccc(O)cc1 (centres undefined)
 : -8	1	6	13	-0.5	-1	120	x	-3	-0.8
> CC(Oc1ccc(C(C)(C)C)cc1)C(=O)NCC(c1ccco1)N1CCCC1 (centres undefined)
 : -2	-4	1	6	-1.5	-5	98	1	-2	-1.0
> Nn1c(SCc2ccc(C(=O)O)cc2)nnc1-c1ccc(Cl)cc1Cl
 : -2	3	1	3	-1.5	3	97	-1	-16	2.1
> O=C(O)c1ccc2c(=O)n3c(nc2c1)/C(=C/c1cccc(Cl)c1Cl)CC3
 : 0	0	-3	-4	-8.6	-16	95	3	4	-0.5
> O=C(c1ccc(N2CCCCS2(=O)=O)cc1)N1CCN(c2ccccc2F)CC1
 : 1	0	-3	-4	-2.2	-3	x	1	40	1.8
> COc1ccc(/C=N/NC(=O)COc2cccc3cccnc23)cc1OC
 : 3	2	0	2	-4.0	-5	103	-9	4	-2.9
> Cc1ccc(C)c2[nH]c(=O)c(CN(CCCN(C)C)C(=O)NCc3ccccc3)cc12
 : -4	2	1	8	-0.9	2	105	4	5	-1.0
> COc1cc(Cl)ccc1OCc1cc(C(=O)N2C[C@@H]3CCC[C@H]2C3)no1
 : -3	-2	1	-12	-0.2	14	103	-2	5	-0.8
> O=C(NC1CCS(=O)(=O)C1)c1ccc(N2CCCCC2)c([N+](=O)[O-])c1 (centres undefined)
 : 3	3	-1	-4	-6.3	0	107	6	27	-0.3
> COc1ccc(C(=O)/C=C\c2ccc(NC(=O)c3cccs3)cc2)cc1
 : -3	-1	-74	-4	-2.0	-1	97	0	-5	0.5
> COc1cc(C(c2nnnn2C(C)(C)C)N2CCN(C)CC2)cc(OC)c1OC (centres undefined)
 : 0	-3	2	-7	-0.7	0	112	2	0	4.3
> CC1C(=O)Nc2ccccc2N1C(=O)c1c(F)cccc1F (centres undefined)
 : -2	-2	-1	0	0.3	-4	101	-2	-9	2.4
> COc1ccc(C(=O)c2ncc(C(F)(F)F)cc2Cl)cc1
 : -4	-4	0	-4	-1.2	0	108	-1	16	-0.6

Assay outcomes (PubChem)
